RGS12 GoLoco inh: inhibitors of human Gai1-RGS12 GoLoco interaction (red fluorophore). Gai1:RGS12 GoLoco peptide FP, rhodamine, 10 min. P63096. Potency, µM (titrated, usually from 61.6 µM), inactives show at the highest dose activity, negative = inhibition, most hits filed as inhibitors. hit rate 0.44% among 230,000; active = well fitted inhibition curve with a large enough effect, not every such curve was filed as active; inactive = no such curve, though single readings can be large or run the other way; note: % is set by controls: 0 for no effect and ±100 for the full control effect; nearly all actives have a fitted effect of over 30% in size; many of its hits are not listed in these tables
Target sequence (P63096 whole entry, looked up): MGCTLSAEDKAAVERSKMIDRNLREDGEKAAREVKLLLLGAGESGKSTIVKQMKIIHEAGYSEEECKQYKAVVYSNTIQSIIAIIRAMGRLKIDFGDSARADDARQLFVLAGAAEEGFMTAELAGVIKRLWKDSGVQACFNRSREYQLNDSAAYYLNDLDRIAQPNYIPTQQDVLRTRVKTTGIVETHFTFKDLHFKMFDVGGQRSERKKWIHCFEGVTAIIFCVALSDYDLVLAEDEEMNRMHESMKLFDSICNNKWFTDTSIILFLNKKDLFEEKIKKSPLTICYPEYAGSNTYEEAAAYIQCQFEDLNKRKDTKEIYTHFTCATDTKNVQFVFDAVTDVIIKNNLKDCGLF
GAA glycogen mod: GAA glycogen-cleavage inhibition or activation; hit rate 0.38% among 300,000; recombinant GAA, glycogen substrate, Amplex Red glucose oxidase fluorescence; Potency, µM (doses to about 76.4 µM), inactives show at the top dose activity change, negative = inhibition, actives largely listed as inhibitors; P10253;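 note: 0% = full enzyme reaction and -100% = no-enzyme basal signal; the screen sought inhibitors and activators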
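Recombinant human alpha-glucosidase (4 nM final) hydrolysed bovine liver glycogen (30 ug) for 40 min at 37 C in pH 5.0 citrate/phosphate with 0.01% Tween-20. Released glucose detected by glucose oxidase/Amplex Red, Ex 573/Em 610 nm. Compounds up to 77 uM; AC50 from Hill fits.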
HttQ103 aggreg: inhibitors of mutant huntingtin aggregate formation in PC12 cells; PC12 HttQ103-GFP aggregates, Acumen cytometry, 40 h; Potency, µM (doses to about 46.1 µM), for inactives: top-dose activity change, negative = inhibition, most hits filed as inhibitors; AID 1688; hit rate 1.1% among 220,000; note: % is set by controls: 0 for no effect and ±100 for the full control effect; nearly all actives have a fitted effect of over 60% in size
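Aggregates are detected as GFP objects 1–25 µm with signal 6 STDEV over background in lysates of induced PC12 cells. These carry Huntingtin exon 1 with 103 glutamines fused to GFP under an ecdysone promoter; compounds titrated.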
GAA inh: alpha-glucosidase (human) inhibition; hit rate 0.005% among 200,000; purified human GAA, 4-MU-alpha-glucoside fluorescence; Potency, µM (top dose mostly 76.9 µM), for the others: at the highest dose activity change, negative = inhibition, usual class: inhibitors; P10253;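 note: plate controls were uninhibited enzyme wells for no effect and no-enzyme background for full effect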
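Human enzyme at 4 nM with 400 uM 4-methylumbelliferyl-alpha-D-pyranoside, citrate/phosphate buffer pH 5.0, 0.005% Tween-20, 20 min at room temperature. Compounds up to 77 uM. 4-MU fluorescence (Ex 365/Em 440) read after NaOH/glycine stop; AC50 from Hill fit.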
IMPase Li cell: cell-permeable IMPase inhibitors with lithium potentiation; CHO-M1 cells, IP1 TR-FRET (IP-One), carbachol + lithium; Potency, µM (highest dose often 59.4 µM), without a hit: at the top dose activity, negative = IMPase inhibition, most hits filed as inhibitors; hit rate 0.35% among 210,000; AID 1457;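 note: IP1 builds up when IMPase is blocked and the TR-FRET signal falls; plate controls were basal vehicle for no effect and high inhibitor control for full effect; nearly all actives have a fitted effect of over 50% in size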
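Lithium-sensitised IP1 accumulation assay; M1-expressing CHO cells treated 30 min at 37C with compound. Competitive antibody detection by time-resolved FRET followed a 10 min room-temperature lysis step.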
HTT ATP protect: protects HTT-Q103 PC12 cells, measured by ATP; PC12 HTT-Q103 induced, cytoprotection, ATP luminescence, 40 h; hit rate 0.14% among 230,000; Potency, µM (doses to about 56.4 µM), inactives show cytoprotection (ATP increase), most hits filed as activators; AID 1471;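 note: % of control where 0% means no effect; nearly all actives have a fitted effect of over 45% in size; toxic huntingtin expression switched on by the ecdysone agonist tebufenozide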
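PC12 cells with ecdysone-inducible HTT exon 1 Q103-GFP, induced with 100 nM tebufenozide and co-treated with library compounds in a dose series (1536-well, 1500 cells/well). Cytoprotection read as ATP content by ATPlite luminescence.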
aGlu spleen mod: lysosomal alpha-glucosidase (human) modulation; P10253; human spleen homogenate, 4-MU-alpha-glucoside fluorescence; Potency, µM (top dose mostly 79.9 µM), inactives show at the top dose activity change, negative = inhibition, actives largely listed as inhibitors; hit rate 0.006% among 240,000; AID 2112;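 note: 0% = enzyme with vehicle and -100% = no enzyme basal signal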
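Compounds were titrated against alpha-glucosidase in spleen homogenate at pH 5.0, with 1 mM 4-methylumbelliferyl substrate for 40 min at 37 C. Reactions were quenched with pH 10 NaOH/glycine and fluorescence measured.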
The depositor's hits bear a star; ? = inconclusive; / = not tested or not shown; & = joins results of further samples; [ ] = dose if it differs, or a comment. Unless noted, calls come from the whole dose curve; as a rule, active = well fitted curve in the direction sought with a large enough effect; inconclusive = small, poorly fitted or top-dose-only effect, or another doubt; inactive = no such curve, though single readings can be large; an effect the other way counts as inactive or inconclusive. Potency is the fitted concentration of half-maximal effect.

Fields – aGlu spleen mod	GAA glycogen mod	IMPase Li cell	RGS12 GoLoco inh	GAA inh	HttQ103 aggreg	HTT ATP protect
#1 O=C(O)/C=C/C(=O)N1CCN(c2ccccc2F)CC1
 : 3%	-1%	-2%	0%	?	9%	/
#2 COc1ccc2c(c1)O[C@@H](c1ccc3c(c1)OCO3)[C@H](OC(=O)NCc1ccco1)C2=O
 : -1%	/	-3%	35%[activator]	/	/	-13%
#3 C#Cc1ccc([C@H]2C=C(C(=O)N3CCN(Cc4ccc5c(c4)OCO5)CC3)O[C@@H](OCc3ccc(CO)cc3)C2)cc1
 : 6%	12%	12%	4%	/	5%[9.22 µM]	6%[10 µM]
#4 CC(C)Oc1ccc(C(=O)NC(Cc2c[nH]c3ccccc23)C(=O)NN)cc1 (stereo not drawn)
 : 0%	-8%	/	0%	/	-2%[9.22 µM]	41%[10 µM]
#5 COc1ccc(/C=N/NC(=O)c2ccn[nH]2)cc1COc1ccc([N+](=O)[O-])c(C)c1
 : -12%	-2%	/	0%	-4%[15.4 µM]	-13%[9.22 µM]	-13%[10 µM]
#6 CCO/N=C/C1=C(O)C(C(=O)OC)C(C)(C)CC1=O (stereo not drawn)
 : 4%	8%	-6%	14%	-12%	20%	-11%
#7 CCOC(=O)C1=C(O)/C(=C\c2cc(C)n(-c3ccccc3F)c2C)N=C1C
 : -6%	6%	14%	19%	-6%	1%	-6%
#8 Cc1cc(C)nc(NC(=O)/C=C/c2ccc3c(c2)OCO3)c1
 : 6%	-4%	7%	5%	?	8%	-34%[10 µM]
#9 CC(=O)NC(=O)Nc1sc(=S)n(C)c1C
 : 1%	?	0%[38.3 µM]	7%	-9%	0%[9.22 µM]	-16%
#10 NC(=O)[C@H]1CC2(CC(c3cccc(NC(=O)CC(c4ccccc4)c4ccccc4)c3)=NO2)CN1C(=O)C(c1ccccc1)c1ccccc1 (stereo partly drawn)
 : -2%	-6%	/	-2%	/	-23%[9.22 µM]	3%[10 µM]
#11 O=C(CCC(=O)N1CCN(S(=O)(=O)c2ccc(Cl)cc2)CC1)Nc1cccc(Br)c1
 : -2%	-12%	9%	-3%	?	-2%	?
#12 COC(=O)c1c(NC(=O)c2ccc(C)cc2)sc(Cc2ccccc2)c1C
 : -8%	0%	6%[38.3 µM]	0%	2%	9%	6%
#13 Cc1ccc(NC(=O)CCSc2nnc(C)s2)cc1
 : 12%	6%	4%	-11%	2%	2%	4%[10 µM]
#14 O=C(COc1ccc(Cl)cc1Cl)NN=C1c2ccccc2-c2ccccc21
 : -17%	-6%	-3%	6%	3%	-9%	/
#15 NC(=O)c1ccccc1O
 : 4%&2%&-2%	3%	2%&5%&-1%	29%&0%&21%	2%[15.4 µM]	4%&13%	?
#16 Cn1c(SCCN2CCCCC2)nnc1-c1ccccc1Br
 : 1%	2%	12%[38.3 µM]	-8%	-1%	5%	-6%[10 µM]
#17 O=C(OCC(=O)N(Cc1ccccc1)C1CCS(=O)(=O)C1)c1cc2c(s1)CCCC2 (stereo not drawn)
 : 2%	1%	1%	5%	-9%	25%	/
#18 Cc1ccc(N(CC(O)CN2CCCCC2)S(=O)(=O)c2ccccc2[N+](=O)[O-])cc1 (stereo not drawn)
 : 4%	8%	13%	4%	-2%	1%[9.22 µM]	15%[10 µM]
#19 O=S(=O)(c1ccc(F)cc1)N1CC=C(c2ccccc2)CC1
 : 2%	2%	/	18%	/	-12%[9.22 µM]	-11%[10 µM]
#20 COC(=O)c1ccccc1NC(=O)COc1ccccc1
 : 5%	5%	5%[38.3 µM]	0%	-1%	15%	4%
#21 NNC(=O)c1cnn(-c2ccccc2)c1C(F)(F)F
 : 4%	-7%	-4%	3%	4%	-16%	-22%[10 µM]
#22 COc1cccc(CN2CCN(Cc3ccc(O)cc3)CC2CCO)c1 (stereo not drawn)
 : -16%	-6%	21%	12%	10%	15%[9.22 µM]	6%[10 µM]
#23 CC(=Nc1ccc2c(c1)nc(CO)n2C)C1=C(O)CC(C)(C)CC1=O
 : 3%	1%	14%[38.3 µM]	13%	4%	13%	3%[10 µM]
#24 CC(=O)C(C(C)=O)c1c(Cl)c(O)c(O)c2c(C(=O)c3ccccc3)coc12
 : -17%	?	10%[38.3 µM]	-25%	-15%	?	-22%
#25 CC(OCC(O)CN(C)Cc1nc2ccccc2c(=O)[nH]1)c1ccc(Cl)cc1 (stereo not drawn)
 : -5%	-6%	5%	5%	-2%	-23%	-23%
#26 NC(=O)COC(=O)c1c2c(nc3ccccc13)CCC2
 : 5%	5%	-5%	6%	-6%	3%	3%[10 µM]
#27 O=C(COc1ccc(Cl)cc1Cl)NCCC1=CCCCC1
 : 2%	-4%	/	/	2%	5%	-9%
#28 C=CCNc1nnc(SCC(=O)N2CCCCC2)c2ccccc12
 : 5%	-13%	19%[38.3 µM]	24%	-3%	5%	-6%
#29 Cc1nc(CN(C)C(=O)c2ccccc2OC2CCN(S(C)(=O)=O)CC2)cs1
 : 6%	7%	2%	5%	10%	-3%[9.22 µM]	16%[10 µM]
#30 OC1(c2cccs2)CN(c2ccc(Br)cc2)C2=[N+]1CCCS2 (stereo not drawn)
 : 0%	10%	/	-4%	/	-13%[9.22 µM]	-16%[10 µM]

Complete entries from above:
NC(=O)COC(=O)c1c2c(nc3ccccc13)CCC2 is entered as aGlu spleen mod: 5%; GAA glycogen mod: 5%; IMPase Li cell: -5%; RGS12 GoLoco inh: 6%; GAA inh: -6%; HttQ103 aggreg: 3%; HTT ATP protect: 3%[10 µM]
COc1cccc(CN2CCN(Cc3ccc(O)cc3)CC2CCO)c1 (stereo not drawn) is entered as aGlu spleen mod: -16%; GAA glycogen mod: -6%; IMPase Li cell: 21%; RGS12 GoLoco inh: 12%; GAA inh: 10%; HttQ103 aggreg: 15%[9.22 µM]; HTT ATP protect: 6%[10 µM]

Part of the list above, as labelled records.
20	COC(=O)c1ccccc1NC(=O)COc1ccccc1
- aGlu spleen mod: 5%
- GAA glycogen mod: 5%
- IMPase Li cell: 5%[38.3 µM]
- RGS12 GoLoco inh: 0%
- GAA inh: -1%
- HttQ103 aggreg: 15%
- HTT ATP protect: 4%

22	COc1cccc(CN2CCN(Cc3ccc(O)cc3)CC2CCO)c1 (stereo not drawn)
- aGlu spleen mod: -16%
- GAA glycogen mod: -6%
- IMPase Li cell: 21%
- RGS12 GoLoco inh: 12%
- GAA inh: 10%
- HttQ103 aggreg: 15%[9.22 µM]
- HTT ATP protect: 6%[10 µM]

27	O=C(COc1ccc(Cl)cc1Cl)NCCC1=CCCCC1
- aGlu spleen mod: 2%
- GAA glycogen mod: -4%
- IMPase Li cell: /
- RGS12 GoLoco inh: /
- GAA inh: 2%
- HttQ103 aggreg: 5%
- HTT ATP protect: -9%

21	NNC(=O)c1cnn(-c2ccccc2)c1C(F)(F)F
- aGlu spleen mod: 4%
- GAA glycogen mod: -7%
- IMPase Li cell: -4%
- RGS12 GoLoco inh: 3%
- GAA inh: 4%
- HttQ103 aggreg: -16%
- HTT ATP protect: -22%[10 µM]

(next part)
Fields – aGlu spleen mod	GAA glycogen mod	IMPase Li cell	RGS12 GoLoco inh	GAA inh	HttQ103 aggreg	HTT ATP protect
#31 Cc1ccccc1-c1ncc(CN2CCC(CO)(CCCc3ccccc3)CC2)cn1
 : -4%	18%	21%	-2%	/	4%[9.22 µM]	0%[10 µM]
#32 O=Cc1ccc(-c2ccc([N+](=O)[O-])cc2Cl)o1
 : -2%	-1%	-12%	12%	0%	-8%	-23%
#33 COc1cc(/C=C2/N=C(C3CCCCC3)OC2=O)cc(OC)c1OC
 : 4%	-6%	30%[activator][38.3 µM]	2%	-3%	32%	-30%
#34 CCc1nc2ccccc2c(C(=O)Oc2ccc(C(=O)OC)cc2)c1C
 : -7%	11%	6%	2%	3%	12%	-4%[10 µM]
#35 Cc1cc(=O)[nH]c(N/N=C/c2cccs2)n1
 : -6%	-4%	3%	12%	7%	4%	-16%[10 µM]
#36 CCC(=O)Nc1cccc(C2=NOC3(C2)C[C@@H](C(N)=O)N(C(=O)C2(C)CC2)C3)c1 (stereo partly drawn)
 : 0%	7%	/	-6%	/	-19%[9.22 µM]	-6%[10 µM]
#37 Cc1ccc(/C=N/N2CCN(c3ccccc3)CC2)cc1
 : -11%	-13%	4%	12%	1%	13%	/
#38 O=C(CS(=O)(=O)c1ccccc1)Nc1ccc(S(=O)(=O)Nc2ccccn2)cc1
 : -2%	1%	4%	2%	-34%	-9%[9.22 µM]	-16%[10 µM]
#39 c1cc(NNc2cccc(-c3nn[nH]n3)c2)cc(-c2nn[nH]n2)c1
 : /	/	1%	1%[14.2 µM]	/	/	-3%[10 µM]
#40 COc1ccccc1C(=O)NNC(=O)c1nn(Cc2ccccc2)c(=O)c2ccccc12
 : 1%	7%	2%	3%	-1%	?	-79%[inhibitor]
#41 NS(=O)(=O)c1ccc(NC(=S)NCc2ccccc2)cc1
 : 1%	8%	-2%	5%	4%	5%	-6%[10 µM]
#42 Cc1ccc(NC(=S)NCc2ccc3c(c2)cc(C)n3C)c(C)c1
 : -3%	-12%	5%	2%	-1%	-23%	/
#43 C=CCN1N=C(c2ccc(NC(=O)c3ccccc3)cc2)CSC1=O
 : -7%	17%	2%	7%	-14%	-13%[9.22 µM]	-12%[10 µM]
#44 O=C(c1ccco1)n1nc(NCc2ccccc2)nc1NCc1ccccc1
 : 1%	-1%	-1%[38.3 µM]	-1%	-14%	13%	-1%
#45 CCOC(=O)C1CCN(C(=S)Nc2cc(OC)c(OC)cc2C(=O)OC)CC1
 : -5%	-5%	20%[38.3 µM]	3%	5%	-6%	4%
#46 CCOc1cc(CN2CCCC(CNC(=O)c3ccc(F)cc3)C2)ccc1OC (stereo not drawn)
 : -1%	0%	/	9%	/	9%[9.22 µM]	6%[10 µM]
#47 Cn1c(=O)n(Cc2ccc(Cl)cc2)c(=O)c2c1nc1n2CCN1Cc1ccco1
 : -13%	2%	-1%[38.3 µM]	9%	-7%	-30%	-14%[0.074 µM]
#48 COC(=O)c1ccc(CNC(=O)CN(CCC(C)C)S(=O)(=O)c2ccc3c(c2)OCCO3)cc1
 : -3%	-12%	4%	-6%	-4%	2%	2%[10 µM]
#49 CNC(=S)NNC(=O)c1ccc(C(C)(C)C)cc1
 : 4%	9%	/	-7%	-4%[15.4 µM]	-3%[9.22 µM]	-1%[10 µM]

A portion of the library (hit frequency here may not be typical).
